# Bioassay records from PubChem.
# hERG rescue – hERG (human) protection from proarrhythmic block | CHO-hERG, FluxOR thallium flux, dofetilide IC70 present | activation (rescue from dofetilide block), less the hit threshold, % at 10 µM | 310,000 compounds, 0.51% hits;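 active = activation above the mean of controls blocked by dofetilide plus 5 SD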;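 note: thallium influx through hERG after potassium depolarization seen as dye fluorescence rise; in these data hits start at about 4.7%; inactives centre near -7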
# DYRK1A inh – Dyrk1A (rat) kinase inhibition; ADP-Glo luminescence, NFATc1 peptide; Q63470; inhibition, % at 12.5 µM; 310,000 compounds, 0.43% hits; AID 504441; in the data active = inhibition above about 50%;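 note: plate controls were vehicle with enzyme for no effect and no enzyme for full effect; many of its hits are not listed in these tables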
# TRPC4 potent – allosteric potentiators of mouse TRPC4 channel; 310,000 compounds, 0.42% hits; AID 2227; Q9QUQ5; B-score at 10 µM; HEK293 TRPC4beta/mu-opioid, DAMGO EC20, Fluo-4 Ca2+ flux; hits give high values;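 active = B-score of calcium response area above 5 SD of library B-scores, with initial fluorescence ratio within 5 SD of library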;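 note: B-score of integrated fluorescence ratio over time as area under calcium response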
# Target sequence (Q9QUQ5 whole entry, looked up): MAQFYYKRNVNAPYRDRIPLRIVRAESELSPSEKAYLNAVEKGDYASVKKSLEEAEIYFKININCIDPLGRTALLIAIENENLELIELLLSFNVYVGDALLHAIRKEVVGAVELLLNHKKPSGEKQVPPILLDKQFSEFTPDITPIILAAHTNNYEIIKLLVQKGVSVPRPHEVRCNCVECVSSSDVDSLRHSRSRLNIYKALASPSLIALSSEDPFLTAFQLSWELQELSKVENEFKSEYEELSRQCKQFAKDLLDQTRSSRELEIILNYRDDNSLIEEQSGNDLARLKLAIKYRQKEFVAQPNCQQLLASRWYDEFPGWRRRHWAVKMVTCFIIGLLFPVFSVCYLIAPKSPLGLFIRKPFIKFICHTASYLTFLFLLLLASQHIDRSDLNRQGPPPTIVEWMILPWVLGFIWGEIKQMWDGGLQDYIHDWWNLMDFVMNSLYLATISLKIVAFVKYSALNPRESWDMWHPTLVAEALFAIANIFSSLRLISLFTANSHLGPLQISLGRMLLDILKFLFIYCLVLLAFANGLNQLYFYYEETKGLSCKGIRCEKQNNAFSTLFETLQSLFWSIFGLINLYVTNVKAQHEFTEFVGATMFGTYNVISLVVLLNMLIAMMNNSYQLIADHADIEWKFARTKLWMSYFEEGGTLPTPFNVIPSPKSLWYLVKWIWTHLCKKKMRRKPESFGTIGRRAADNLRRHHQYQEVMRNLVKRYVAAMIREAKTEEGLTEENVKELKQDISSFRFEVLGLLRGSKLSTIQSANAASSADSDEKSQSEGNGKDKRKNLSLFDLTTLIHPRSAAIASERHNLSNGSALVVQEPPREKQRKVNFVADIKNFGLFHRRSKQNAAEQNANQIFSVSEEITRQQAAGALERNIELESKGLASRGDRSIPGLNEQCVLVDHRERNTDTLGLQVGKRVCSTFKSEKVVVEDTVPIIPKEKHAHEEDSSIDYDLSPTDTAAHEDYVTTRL
# TRPC4 agonist – opens the mouse TRPC4 cation channel; HEK293 TRPC4beta/mu-opioid, Fluo4 calcium fluorescence; hits give high values; 310,000 compounds, 0.49% hits; B-score at 10 µM; Q9QUQ5; AID 2237;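 active = B-score above 5 SD of library B-scores, and initial fluorescence ratio not above library mean plus 5 SD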;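 note: positive B-score marks a calcium rise read as TRPC4 activation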
#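 Test system: HEK293 cells stably co-expressing mouse TRPC4beta and mu-opioid receptor | Schedule: Fluo4 dye loading 45 min at room temperature, 110 s recording | Measured by: Kinetic Fluo4 calcium fluorescence, 5 s baseline at 1 Hz | Evaluation: B score of integrated ratio | Controls: Buffer (low) and maximal DAMGO (high)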
# KCNK3 block – human KCNK3 channel inhibition, primary screen. O14649. CHO-KCNK3 thallium flux, FluxOR fluorescence; hits give low values. B-score at 10 µM. 340,000 compounds, 0.84% hits;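 active = B-score under library mean minus 4 SD, starting fluorescence ratio at most library mean plus 5 SD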;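 note: more negative B-score means stronger inhibition of thallium flux through KCNK3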
# KCNK9 inh – inhibitors of human KCNK9 two-pore domain potassium channel | HEK293 KCNK9, FluxOR thallium flux fluorescence; hits give low values | B-score at 10 µM | 310,000 compounds, 1.2% hits;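 active = ratio B-score over 3 SD below the library mean, with starting fluorescence within 5 SD of its mean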;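 note: negative B-score means less thallium flux so channel inhibition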
# KCNQ1 act – human KCNQ1 channel potentiation or activation. 310,000 compounds, 0.35% hits. CHO-K1 KCNQ1, thallium flux FluxOR fluorescence; hits give high values. B-score at 10 µM. AID 2648;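 active = fluorescence ratio B-score, a plate-corrected score, at least three library SD, with initial intensity B-score within 5 SD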
#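 Assay system: CHO-K1 cells stably expressing KCNQ1; Medium: assay buffer with matched DMSO; Also added: K+/Tl+ depolarizing stimulus; Dosing: single dose; Timing: dye 90 min, compound 20 min, room temperature; Measured by: kinetic FluxOR thallium fluorescence, 10-s 1-Hz baseline, 110-s post-stimulus read; Read-out: peak-minus-minimum fluorescence over initial fluorescence, negative-control normalized, B-scored.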
# KCNQ1 inh – inhibitors of human KCNQ1 potassium channel; P51787; CHO-K1 KCNQ1, FluxOR thallium flux fluorescence; hits give high values; B-score at 10 µM; 310,000 compounds, 1.3% hits; AID 2642;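 active = compounds whose thallium flux B-score, printed positive for inhibition, exceeds three library SD while starting fluorescence stays within three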;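 note: channel opened by potassium depolarization with thallium stimulus after 20 min compound exposure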
# HDAC3 inh – blocks human histone deacetylase 3; O15379; recombinant HDAC3, fluorogenic peptide/trypsin coupled, fluorescence; inhibition, % at 8.3 µM; 320,000 compounds, 0.15% hits; in the data active = inhibition above about 26%, passing the limit was not always enough; inconclusive = no clear call, values can overlap the other calls
# TMEM16A act – activators or potentiators of mouse TMEM16A chloride channel; Q8BHY3; HEK293 TMEM16A/YFP-H148Q/I152L, iodide quench fluorescence; hits give low values; B-score at 10 µM; 340,000 compounds, 0.3% hits; AID 623877;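 active = fluorescence-ratio B-score plate-corrected deviation score at least 3 library SD below zero, with starting fluorescence score within 5 deviations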;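 note: channel opened by trigger with iodide after compound preincubation; score built on the fluorescence ratio of max minus min over baseline; more negative score means more quench and so TMEM16A activation or potentiation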
# ANO1 block – mouse TMEM16A channel inhibition, primary screen | Q8BHY3 | HEK293 TMEM16A/YFP iodide influx fluorescence, ionomycin | normalized B-score (activity score, 25-100; higher = stronger inhibition) at 10 µM | 310,000 compounds, 1.2% hits;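 active = ratio plate-corrected score three or more library SD toward inhibition, starting fluorescence score within five deviations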;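 note: score derived from kinetic fluorescence span divided by baseline fluorescence per well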
# Numbers without * were called inactive; i = inactive; u = inconclusive; x = not tested or not shown; & = joins results of further samples.
SMILES,hERG rescue,DYRK1A inh,TRPC4 potent,TRPC4 agonist,KCNK3 block,KCNK9 inh,KCNQ1 act,KCNQ1 inh,HDAC3 inh,TMEM16A act,ANO1 block
O=C(NC1CCCC1)C(c1ccccn1)N(C(=O)c1csnn1)c1ccccc1 (centres undefined),-5,3,i,i,i,i,i,i,0,i,i
COc1ccc(-c2[nH]ncc2CN2CCCC(C(=O)c3ccc(OC)cc3OC)C2)cc1 (centres undefined),-6,6,i,i,i,i,i,i,8,i,i
Cc1n[nH]c(C)c1CN(C)C(=O)C1CCC(=O)N(CCc2cccc(F)c2)C1 (centres undefined),0,1,i,i,i,i,i,i,4,i,i
COc1ccccc1C1C([N+](=O)[O-])=CC([N+](=O)[O-])=CN1C (centres undefined),-13,-7,i,i,i,i,i,i,7,i,i
CC(CCc1ccccc1)NC(=O)Cc1ccc([N+](=O)[O-])cc1 (centres undefined),-9,5,i,i,i,i,i,i,1,i,i
CC(C)CC(=O)Nc1ccnn1C1CCN(C(=O)c2ccc(F)cc2Cl)CC1,-12,-4,i,i,i,i,i,i,-2,i,i
COC(=O)c1[nH]c2c(c1C)C(=O)CC(c1cc(OC)ccc1OC)C2 (centres undefined),-6,-2,i,i,i,i,i,i,9,i,i
Cc1ccccc1CS(=O)(=O)Cc1ccc(C(=O)NCc2cccnc2)o1,-7,11,i,i,i,i,i,i,-7,i,i
Clc1cccc(CNCC2CCCO2)c1Cl (centres undefined),0,x,i,i,i,i,i,i,3,i,i
COc1ccc(-c2cc(C(F)(F)F)nc(SCC(=O)NCc3ccco3)n2)cc1OC,-8,-1,i,i,i,i,i,i,-2,i,i
COc1ccc(CCC(=O)Nc2cc(S(C)(=O)=O)ccc2Cl)cc1,-4,-2,i,i,i,i,i,i,-10,i,i
Cc1ccc(C(=O)NCc2ccc3c(c2)OCO3)cc1S(=O)(=O)N1CCOCC1,-4,16,i,i,i,i,i,i,10,i,i
CN(C)/C=C/C(=O)c1c(F)cccc1F,-3,2,i,i,i,i,i,i,0,i,i
COc1cccc(NC(=O)Nc2ccc(C)c(Cl)c2)c1,-9,-4,i,i,i,i,i,6*,-4,i,i
CC(C)C(=O)NC(=S)Nc1ccc(S(=O)(=O)N2CCCC2)cc1,-8,2,i,i,i,i,i,i,-2,i,i

# Only KCNQ1 act and HDAC3 inh, for some of the entries so far:
SMILES	KCNQ1 act	HDAC3 inh
CC(CCc1ccccc1)NC(=O)Cc1ccc([N+](=O)[O-])cc1 (centres undefined)	i	1
CC(C)CC(=O)Nc1ccnn1C1CCN(C(=O)c2ccc(F)cc2Cl)CC1	i	-2

# (next part)
SMILES,hERG rescue,DYRK1A inh,TRPC4 potent,TRPC4 agonist,KCNK3 block,KCNK9 inh,KCNQ1 act,KCNQ1 inh,HDAC3 inh,TMEM16A act,ANO1 block
CC(Nc1nc(C(F)(F)F)nc2ccccc12)c1cccs1 (centres undefined),-12,14,i,i,i,i,i,i,12,i,i
Clc1ccc(OCCCc2nc(-c3cccnc3)no2)c(Cl)c1,-12,6,i,i,i,i,i,i,-2,i,i
CC1CCN(S(=O)(=O)c2ccc(C(=O)Nc3sccc3C(N)=O)cc2)CC1,-14,6,i,i,i,i,i,i,-6,i,i
Cc1onc(-c2c(Cl)cccc2Cl)c1C(=O)N[C@@H]1C(=O)N2[C@@H]1SC(C)(C)[C@@H]2C(=O)O,-9,3&-2,i,i,i,i,i,i,6,i,i
CCOC(=O)CN1C(=O)/C(=C2\SC(=S)N(NC(=O)c3cccnc3)C2=O)c2ccccc21,-5,x,i,i,i,i,i,i,-2,i,i
Cn1nnnc1SCc1nnc(-c2ccc(F)cc2)o1,-11,7,i,i,i,i,i,i,-5,i,i
Cc1ccc(C(=O)/C=C/c2ccccc2)o1,-13,7,i,i,i,i,i,i,7,i,i
Cc1ccc(Cl)cc1N=C(N)N=C(N)N,-17,-5,i,i,i,i,i,i,3,i,i
O=C1C2CSCN2C(=O)CN1CCCN1CCN(C(c2ccccc2)c2ccccc2)CC1 (centres undefined),-11,-1,i,i,i,i,i,i,2,i,i
O=C(Nc1cc(C(F)(F)F)ccc1N1CCOCC1)C1=COCCO1,-17,-1,i,i,i,i,i,i,4,i,i
CCC(C)c1ccc(OCC(=O)Nc2cccc(C(=O)Nc3ccc(C(=O)O)cc3)c2)cc1 (centres undefined),-14,-2,i,i,i,i,i,i,-2,i,i
C=CCSc1nsc(N)n1,-7,-1,i,i,i,i,i,i,-6,i,i
O=C(NCC1CCCO1)c1onc(CSc2ccc(Cl)cc2)c1C(=O)O (centres undefined),-13,-5,i,i,i,i,i,i,1,i,i
c1ccc(COc2cccc(CNCc3cccnc3)c2)cc1,-11,0,i,i,i,i,i,i,3,i,i
CC(C(=O)N1CCOCC1)c1ccc([N+](=O)[O-])cc1 (centres undefined),-2,1,i,i,i,i,i,i,1,i,i
CC1(C)Cc2c(c(N3CCOCC3)nc3sc(C(=O)N4CCCCC4)c(N)c23)CO1,-12,3,i,i,i,i,i,i,x,i,i
COCCn1c(C(F)(F)F)ccc(NC(=O)c2ccccc2)c1=O,-12,-1,i,i,i,i,i,i,5,i,i
CNc1nc(-c2ccc(Cl)cc2)cs1,-11,5,i,i,i,i,i,i,5,i,i
COc1ccc(-c2ccc([C@H]3[C@H]4C=CC[C@@H](C)[C@@H]4C(=O)N3Cc3ccccc3)c(F)c2)cc1,-7,x,i,i,i,i,i,i,6,i,i
CCOC(=O)C1=C(CP(=O)(c2ccccc2)c2ccccc2)NC(=O)NC1c1ccc(OC)cc1 (centres undefined),-9,3,i,i,i,i,i,i,x,i,i
O=C(c1ccc(S(=O)(=O)N2CCOCC2)cc1)N1CCc2ccccc2C1,-12,9,i,i,i,i,i,i,-5,i,i
Cc1ccccc1NC(=O)C1Cc2ccccc2CN1C(=O)c1ccco1 (centres undefined),-5,-2,i,i,i,i,i,i,-1,i,i
CC(=O)Nc1cccc(Oc2ncccc2[N+](=O)[O-])c1,-3,-3,i,i,i,i,i,i,x,i,i
CN1CCc2nc(NC(=O)COc3ccc4ccccc4c3)sc2C1,-5,1,i,i,i,i,i,i,2,i,i
O=C(O)CCCC(=O)NCc1ccccn1,-9,-6,i,i,i,i,i,i,-3,i,i
COc1ccc(-n2c(C)nc3cc(C(=O)NCCN4CCOCC4)ccc32)cc1,-11,38,i,i,i,i,i,i,-6,i,i
Cc1ccc(C)c(S(=O)(=O)NCC(c2ccc3c(c2)OCO3)N2CCOCC2)c1 (centres undefined),-9,-4,i,i,i,i,i,i,-3,i,i
COc1ccc(S(=O)(=O)N(C)C)cc1NC(C)C(=O)Nc1cccc(C#N)c1 (centres undefined),-11,x,i,i,i,i,i,i,4,i,i
COc1ccc(C(=O)Nc2ccc(Cl)cc2C(=O)NCCN2CCOCC2)cc1,-10,7,i,i,i,i,i,i,-4,i,i
CCOC(=O)C1=C(O)C(Nc2nc3ccccc3s2)(C(F)(F)F)N=C1C (centres undefined),-6,-4,i,i,i,i,i,i,25,i,i
Cc1ccc(NC(=O)C(C)c2cccc(C(=O)c3ccccc3)c2)cc1O (centres undefined),-15,10,i,i,i,i,i,8*,u,i,i
CCOC(=O)c1oc2ccccc2c1NC(=O)c1ccc(Cl)s1,-4,-5,i,i,i,i,i,i,1,i,i
CC1CN(CCOCCSc2ccccc2)CC(C)O1 (centres undefined),-11,-3,i,i,i,i,i,i,0,i,i
COCCNC(=S)N(CCCO)Cc1cc2cc3c(cc2[nH]c1=O)OCCO3,-11,7,i,i,i,i,i,i,-4,i,i
COc1cc(OC)c(NC(=O)[C@@H]2CCC(=O)N2C2OC(=O)c3c2ccc(OC)c3OC)cc1Cl (some centres undefined),-6,9,i,i,i,i,i,i,-3,i,i
O=C(Nc1ccc(S(=O)(=O)N2CCOCC2)cc1)c1ccccc1,-7,5,i,i,i,i,i,i,6,i,i
COc1ccccc1N1CCN(C(=S)NC(=O)/C=C/c2ccc(F)cc2)CC1,-3,x,i,i,i,i,i,i,8,i,i
Cc1cc(C)cc(NC(=O)C(OC(=O)c2ccc([N+](=O)[O-])o2)c2ccccc2)c1 (centres undefined),-2,-1,i,i,i,i,i,i,-1,i,i
Cc1ccc(C(=O)NCC(=O)OCC(=O)c2ccc(Cl)s2)cc1,-17,-6,i,i,i,i,i,i,x,i,i
Clc1ccc2nc(N3CCCCC3)sc2c1,-10,-3,i,i,i,i,i,i,-16,i,i
CN(C)CCNC(=O)C(=O)Nc1cc2c3c(c1)CCC(=O)N3CCC2,-5,-2,i,i,i,i,i,i,1,i,i
O=C(COC(=O)CCS(=O)(=O)c1ccccc1)NC(=O)c1ccc(OC(F)F)cc1,-9,-5,i,i,i,i,i,i,4,i,i
O=C(Nc1nnc(C2=COCCO2)o1)c1ccc(F)cc1,-2,-5,i,i,i,i,i,i,-3,i,i
Cc1ccc2c(c1)COc1c3ccc(C(=O)O)cc3nn1-2,-6,12,i,i,i,i,i,i,2,i,i
CCN(Cc1ccccc1)C(=O)Cn1cc(S(=O)(=O)NC)c(S(=O)(=O)NC)c1,-4,-1,i,i,i,i,i,i,-3,i,i
CCCCCOC(=O)CSc1n[nH]c(=O)[nH]c1=O,-10,-2,i,i,i,i,i,i,12,i,i
CCN1CCN(C(=O)CN(c2ccc(F)cc2)S(=O)(=O)c2ccc(OC)c(OC)c2)CC1,-8,15,i,i,i,i,i,i,-7,i,i
N#C/C(=C\c1ccc(F)cc1)C(=O)Nc1ccccn1,-4,5,i,i,i,i,i,i,-25,i,i
O=C(Nc1ccc(N2CCOCC2)cc1)c1cccc(S(=O)(=O)N2CCC(Cc3ccccc3)CC2)c1,-5,2,i,i,i,i,i,i,0,i,i
N#Cc1ccccc1NC(=O)CSc1nnc(-c2ccccc2)n1-c1ccccc1,1,5,i,i,i,i,i,i,-1,i,i
Cc1ccccc1OCC(=O)OC(C)CN1CCN(C)CC1 (centres undefined),-7,-3,i,i,i,i,i,i,-3,i,i

# Individual results from the list.
# hERG rescue, N#Cc1ccccc1NC(=O)CSc1nnc(-c2ccccc2)n1-c1ccccc1 : 1
# hERG rescue, CCCCCOC(=O)CSc1n[nH]c(=O)[nH]c1=O : -10
# hERG rescue, Cc1ccccc1OCC(=O)OC(C)CN1CCN(C)CC1 (centres undefined) : -7

# Some of the compounds tested. The share of hits here may be higher or lower than overall.
